Source: PubChem BioAssay (Fisher Drug Discovery Resource Center)
mcGAS inh: mouse cGAS inhibition by luminescence; Q8C6L5; recombinant cGAS, Kinase-Glo ATP depletion luminescence; inhibition, % at 12.5 µM; 0.15% of 160,000 active;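 also: 0% = negative control wells and 100% = reference inhibitor with no enzyme activity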
hcGAS lum: blocks human cGAS activity | Q8N884 | recombinant h-cGAS, ATP depletion, Kinase-Glo luminescence | inhibition, % at 12.5 µM | 0.081% of 290,000 active;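 also: 0% = vehicle reaction and 100% = reaction without DNA for no activity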
Target sequence (Q8N884 whole entry, looked up): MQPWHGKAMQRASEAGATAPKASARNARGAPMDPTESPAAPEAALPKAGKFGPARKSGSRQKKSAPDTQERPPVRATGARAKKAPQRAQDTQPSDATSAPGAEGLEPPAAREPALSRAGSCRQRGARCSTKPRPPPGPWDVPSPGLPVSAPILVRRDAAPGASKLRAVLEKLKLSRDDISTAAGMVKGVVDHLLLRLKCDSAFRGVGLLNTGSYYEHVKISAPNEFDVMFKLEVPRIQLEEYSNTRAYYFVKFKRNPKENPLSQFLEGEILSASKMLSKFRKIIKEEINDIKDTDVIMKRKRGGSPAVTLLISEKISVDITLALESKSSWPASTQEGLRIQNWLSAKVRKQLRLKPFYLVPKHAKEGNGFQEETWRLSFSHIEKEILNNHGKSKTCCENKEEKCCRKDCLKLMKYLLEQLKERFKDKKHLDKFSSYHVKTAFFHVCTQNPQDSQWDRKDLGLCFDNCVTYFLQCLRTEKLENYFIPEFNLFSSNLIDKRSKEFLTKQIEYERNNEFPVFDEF
NPYLR7 agonist: mosquito NPYLR7 agonism; AID 1259423; activation, % at 10 µM; 0.15% of 270,000 active; HEK293T NPYLR7/Galpha15, GCaMP6s calcium fluorescence; in the data active = activation above about 40%;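 also: 0% = vehicle and 100% = reference agonist at the receptor; some compounds past the cut are filed as inactive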
* marks the source's active call; other numbers are inactive results; x = not tested or not shown; & = joins results of further samples. Rule as the data show it, unless noted: active = inhibition above about 40%; inactive = the rest.

entry	Structure	mcGAS inh	hcGAS lum	NPYLR7 agonist
1	COCc1cc(N2CCN(c3ccc(OC)cc3)CC2)nc(SCc2ccc(C(=O)NCc3ccco3)cc2)n1	-5	-10	14
2	COCCNC(=O)c1cccc(CSc2nc(C)cc(N3CCN(c4ccc(OC)cc4)CC3)n2)c1	-6	-11	10
3	CC(=O)c1ccc(N(C)C)cc1OCc1ccccc1F	x	-5	0
4	CC(C)c1cc(C2CCCN2C(=O)c2ccc(-n3cnnc3)cc2)no1 (stereo unspecified)	x	-3	-2
5	N#Cc1cccc(CN2C(=O)C3(SCCN3C(=O)c3cccs3)c3ccccc32)c1 (stereo unspecified)	-4	-5	10
6	O=C(CCC1CCN(C(=O)Cc2ccccc2F)CC1)Nc1ccc2c(c1)OCCO2	-11	-7	12
7	CCc1nccn1CCC(=O)N1CCc2c(nc(C)nc2N2CCCC2)C1	x	4	-4
8	CCN(Cc1ccco1)S(=O)(=O)c1ccc2c(c1)CCO2	x	-10	6
9	O=C1Nc2c(c(=O)[nH]c(=O)n2-c2ccccc2)C(C(F)(F)F)(C(F)(F)F)N1	-7	-4	3
10	CC1=CC[C@@H]2CN(C(=O)c3ccc(-n4cccn4)cc3)C[C@@H]2C1	-15	-6	7
11	CCc1nc2ccc(C(=O)N3CCN(c4ccccc4)CC3)cn2c1N(C)CCC(C)C	-2	-8	-3
12	O=C1NC(=NC2CCCC2)SC1=Cc1cc([N+](=O)[O-])ccc1N1CCCC1	x	-5	-3
13	O=C(Nc1ccc(Oc2ccccc2F)cc1)C1CCN(CCCn2cccn2)CC1	x	-8	3
14	O=C(NCC1CN(c2ccc3c(c2)OCO3)C(=O)O1)C1CC1 (stereo unspecified)	x	-4	5
15	COc1ccc(-n2c(SCc3ccc(C(=O)NCc4ccc(F)cc4)cc3)nnc2-c2cccc(OC)c2)cc1	-6	-13	9
16	COc1ccc(CC(=O)N2CCC(n3c(-c4ccccc4)nc4ccc(F)cc43)CC2)cc1C	-2	0	14
17	CCCS(=O)(=O)N1CCN(c2nc(C)nc(CC)c2Cc2ccc(Cl)cc2)CC1	-9	-7	3
18	CCCCN(C)C(=O)Cn1c(C2CC(=O)N(c3cccc(C)c3)C2)nc2ccccc21 (stereo unspecified)	-9	-6	-1
19	COc1ccc(-c2ncc(CN3CCCC(CO)(Cc4ccccc4F)C3)cn2)cc1 (stereo unspecified)	x	-6	5
20	O=S(=O)(NCCC1CCCO1)c1ccc(C2CCCCC2)cc1 (stereo unspecified)	-1	3	3
21	COc1ccc(NC(=O)N2CCCC(C(=O)c3cccc(OC(C)C)c3)C2)cc1OC (stereo unspecified)	x	-2	-6
22	CCOC(=O)CN1C(=O)CN(C(=O)c2ccc(F)cc2)CCC(OC)c2ccccc21 (stereo unspecified)	-3	0	6
23	CC(Cc1cnccn1)Nc1ccc(-c2nccn2C)nn1 (stereo unspecified)	1	-1	-12
24	COCc1cc(N2CCN(c3ccccc3F)CC2)nc(SCc2cccc(C(=O)NC(C)c3ccccc3)c2)n1 (stereo unspecified)	-5	-1	6
25	CCN(CC)c1onc(-c2ccccc2)c1CN(CCOC)C(=O)c1cccc(OC)c1	-5	-11	5
26	COc1cc(C(=O)N2CCN(C(=O)NC3CCCC3)CC2)ccc1C	x	-5	1
27	COCCOc1nc(-c2cccs2)n(-c2ccc(NC(=O)Nc3ccc(F)cc3F)cc2)n1	1	6	3
28	Cn1cc(C(=O)N2CCN(C(=O)CCc3ccccc3)CC2)c2nn(-c3ccccc3)c(=O)c-2c1	-6	-9	1
29	C/C=C(\C)C(=O)OC1C(OC(=O)C2(C)OC2C)c2cc3ccc(=O)oc3cc2OC1(C)C (stereo unspecified)	-4	4	4
30	COCCN1C(=O)COCc2cc(-c3cc(F)cc(F)c3)ccc21	x	-4	9

Some of the entries above in another layout.
5. N#Cc1cccc(CN2C(=O)C3(SCCN3C(=O)c3cccs3)c3ccccc32)c1 (stereo unspecified)
6. O=C(CCC1CCN(C(=O)Cc2ccccc2F)CC1)Nc1ccc2c(c1)OCCO2
assay / entry | 5 | 6
mcGAS inh | -4 | -11
hcGAS lum | -5 | -7
NPYLR7 agonist | 10 | 12

Next section.
entry	Structure	mcGAS inh	hcGAS lum	NPYLR7 agonist
31	CCCCNC(=O)N1CCN(c2cc(Cl)nc(SCC(=O)NCc3ccc4c(c3)OCO4)n2)CC1C (stereo unspecified)	-3	4	2
32	CCC(CC)C(=O)N(CC(=O)NCC(=O)Nc1ccc(OC)cc1)Cc1ccccc1	2	6	-9
33	O=C(NCCNc1cccnc1)c1c(O)cccc1O	-10	-6	0
34	Cc1cccc(N(C)c2cc(N3CCNCC3)ncn2)c1	x	1	4
35	COc1cccc(-c2cc(CC3(O)CCN(Cc4nccn4C)CC3)on2)c1	x	-9	3
36	Cc1ccc(S(=O)(=O)NC2CCN(c3ccccc3C(=O)NC3CCCc4ccccc43)CC2)cc1 (stereo unspecified)	-7	-5	25
37	Cc1[nH]c2c(C(=O)O)cccc2c1C	x	-5	-5
38	COc1cc(Cl)c(C)cc1NC(=O)C(C#N)C(=O)CCc1cnn(C)c1 (stereo unspecified)	x	-1	1
39	N#Cc1ccc(C2CC(c3ccc(Cl)cc3)=Nc3ncnn32)cc1 (stereo unspecified)	x	0&-7	11&5
40	Cc1ccc(CN(Cc2ccccc2)Cc2nc(C(=O)NCc3ccccc3)co2)cc1	-5	-4	20
41	CN1CCN(n2ccc3c(nnc4c(-c5ccccc5)cnn43)c2=O)CC1	x	-12	4
42	CC(OC(=O)C1Cc2ccccc2S1)C(=O)Nc1ccc(S(=O)(=O)N2CCOCC2)cc1 (stereo unspecified)	-9	-2	6
43	O=C(NCc1ccc(C(F)(F)F)c(F)c1)c1ccc(=O)[nH]c1	x	-6	0
44	CCOC(=O)CCCCCC(=O)N1CCc2c([nH]c3ccc(OC)cc23)C1c1ccccc1OC (stereo unspecified)	-7	-2	21
45	N=C1SC2CS(=O)(=O)CC2N1N=Cc1ccccc1 (stereo unspecified)	x	2	-12
46	CNC(=O)C1Cc2ccccc2CN1C(=O)CCCN1C(=O)c2ccccc2C1=O (stereo unspecified)	-14	-5	-1
47	CC1CCc2c(sc3ncnc(NCC(c4ccccc4)N(C)C)c23)C1 (stereo unspecified)	x	-3	25
48	COCC(=O)N1CCN(C(C(=O)NCCCN2CCCCC2C)C2CCCC2)CC1 (stereo unspecified)	-3	-5	-3
49	COc1ccc(NC(=O)Cn2c(-c3nnc(CC(C)C)o3)cc3ccccc32)cc1OC	-10	-9	-1
50	CCOC(=O)c1cnc2cc(C(F)(F)F)ccc2c1Nc1ccc(OC)c(OC)c1	-1	28	2
51	Brc1cccc(C=NN2CCN(Cc3ccccc3)CC2)c1	-6	-7	-4
52	CCOC(=O)c1c(C)n(-c2ccccc2)c2ccc(OC(=O)c3ccccc3Br)cc12	-4	4	-3
53	CCOc1ccc(OCCSc2nnc(NC)s2)cc1	-9	-8	6
54	Cc1c(Br)c(C(F)(F)F)nn1CC(=O)NCC1CCCO1 (stereo unspecified)	3	4	-5
55	CCn1nc(C)c2cnn(-c3ccccc3)c2c1=O	x	-2	7

Given with two lines to a compound: part of the list above.
Below each compound – mcGAS inh, hcGAS lum, NPYLR7 agonist
#35 COc1cccc(-c2cc(CC3(O)CCN(Cc4nccn4C)CC3)on2)c1
 : x, -9, 3
#36 Cc1ccc(S(=O)(=O)NC2CCN(c3ccccc3C(=O)NC3CCCc4ccccc43)CC2)cc1 (stereo unspecified)
 : -7, -5, 25
#37 Cc1[nH]c2c(C(=O)O)cccc2c1C
 : x, -5, -5
#38 COc1cc(Cl)c(C)cc1NC(=O)C(C#N)C(=O)CCc1cnn(C)c1 (stereo unspecified)
 : x, -1, 1
#39 N#Cc1ccc(C2CC(c3ccc(Cl)cc3)=Nc3ncnn32)cc1 (stereo unspecified)
 : x, 0&-7, 11&5
#40 Cc1ccc(CN(Cc2ccccc2)Cc2nc(C(=O)NCc3ccccc3)co2)cc1
 : -5, -4, 20
#41 CN1CCN(n2ccc3c(nnc4c(-c5ccccc5)cnn43)c2=O)CC1
 : x, -12, 4
#42 CC(OC(=O)C1Cc2ccccc2S1)C(=O)Nc1ccc(S(=O)(=O)N2CCOCC2)cc1 (stereo unspecified)
 : -9, -2, 6
#43 O=C(NCc1ccc(C(F)(F)F)c(F)c1)c1ccc(=O)[nH]c1
 : x, -6, 0
#44 CCOC(=O)CCCCCC(=O)N1CCc2c([nH]c3ccc(OC)cc23)C1c1ccccc1OC (stereo unspecified)
 : -7, -2, 21
#45 N=C1SC2CS(=O)(=O)CC2N1N=Cc1ccccc1 (stereo unspecified)
 : x, 2, -12
#46 CNC(=O)C1Cc2ccccc2CN1C(=O)CCCN1C(=O)c2ccccc2C1=O (stereo unspecified)
 : -14, -5, -1
#47 CC1CCc2c(sc3ncnc(NCC(c4ccccc4)N(C)C)c23)C1 (stereo unspecified)
 : x, -3, 25
#48 COCC(=O)N1CCN(C(C(=O)NCCCN2CCCCC2C)C2CCCC2)CC1 (stereo unspecified)
 : -3, -5, -3
#49 COc1ccc(NC(=O)Cn2c(-c3nnc(CC(C)C)o3)cc3ccccc32)cc1OC
 : -10, -9, -1
#50 CCOC(=O)c1cnc2cc(C(F)(F)F)ccc2c1Nc1ccc(OC)c(OC)c1
 : -1, 28, 2
#51 Brc1cccc(C=NN2CCN(Cc3ccccc3)CC2)c1
 : -6, -7, -4
#52 CCOC(=O)c1c(C)n(-c2ccccc2)c2ccc(OC(=O)c3ccccc3Br)cc12
 : -4, 4, -3
#53 CCOc1ccc(OCCSc2nnc(NC)s2)cc1
 : -9, -8, 6
#54 Cc1c(Br)c(C(F)(F)F)nn1CC(=O)NCC1CCCO1 (stereo unspecified)
 : 3, 4, -5
